Compound activity from PubChem BioAssay.
Pf growth 48h: P. falciparum growth inhibition at 48 hours (one generation); P. falciparum luciferase growth in erythrocytes, 48 h; hit rate 5.9% among 310,000; Potency, µM (top dose mostly 28.7 µM), inactives show at the top dose activity change, negative = inhibition, actives largely listed as inhibitors; further: potency means the concentration at half of the fitted maximal effect; on the % scale 0 is the no-effect control and ±100 the full control effect
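Luminescence readout; reporter = integrated firefly luciferase in P. falciparum. RBC culture at 2% hematocrit, 0.1% parasitemia final, 37 C/5% CO2; decreased signal taken as growth inhibition.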
Sm TGR inh: blocks Schistosoma mansoni thioredoxin glutathione reductase. purified TGR, DTNB reduction, TNB absorbance 405 nm. Potency, µM (top dose mostly 114 µM), for the others: at the highest dose activity change, negative = inhibition, actives largely listed as inhibitors. hit rate 3% among 360,000; further: potency means the concentration at half of the fitted maximal effect; on the % scale 0 is the no-effect control and ±100 the full control effect; nearly all actives have a fitted effect of over 60% in size
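TGR 20 nM + NADPH 100 uM (dispensed conc.), cpd preinc 15 min RT; start with NADPH (500 uM addition) then DTNB (15 mM addition). Kinetic TNB absorbance, 405 nm filter. Four-parameter Hill fit across titration.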
Shiga toxin inh: Shiga toxin inhibition | Vero cells, Shiga toxin protein synthesis inhibition reporter | inhibition, % at 38.7 µM | hit rate 9.2% among 290,000; in the data active means inhibition mostly above about 28%, no sharp cut-off; inactive means mostly below about 43%; further: 0% is about no effect
Cycloheximide cs: counter-screen for Shiga toxin inhibitors: cycloheximide protein synthesis inhibition; max response, %; AID 2314; hit rate 12% among 300,000; cell reporter, cycloheximide protein synthesis inhibition counterscreen; in the data active means max response mostly above about 13%, no sharp cut-off; inactive means mostly below about 14%; further: read at 38.3 µM for the half of the compounds with a filed dose; 0% is about no effect
FBPA Giardia inh: blocks Giardia fructose-bisphosphate aldolase activity; purified Giardia FBPA; Potency, µM (series often up to 59.6 µM), for the others: at the highest dose activity, negative = inhibition, usual class: inhibitors; hit rate 0.71% among 290,000; AID 2451; further: potency means the concentration at half of the fitted maximal effect; on the % scale 0 is the no-effect control and ±100 the full control effect; nearly all actives have a fitted effect of over 55% in size
Target sequence (A8B2U2 whole entry, looked up): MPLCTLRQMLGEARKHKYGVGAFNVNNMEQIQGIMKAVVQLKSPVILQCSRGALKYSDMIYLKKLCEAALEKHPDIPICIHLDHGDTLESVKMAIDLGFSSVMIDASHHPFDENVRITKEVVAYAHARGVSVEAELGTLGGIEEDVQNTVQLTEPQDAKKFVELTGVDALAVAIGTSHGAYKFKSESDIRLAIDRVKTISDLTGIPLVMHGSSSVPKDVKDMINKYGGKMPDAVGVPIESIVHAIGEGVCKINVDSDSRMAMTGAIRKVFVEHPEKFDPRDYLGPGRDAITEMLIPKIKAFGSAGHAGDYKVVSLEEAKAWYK
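Giardia FBPA (40 nM reagent) was preincubated 10 min at RT with compound (up to 57.5 uM final), then substrate plus GAPDH/TPI/NAD/arsenate coupling system with diaphorase/resazurin was added; resorufin fluorescence (525/598 nm) was read after 20 min.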
Pf growth 96h: P. falciparum growth inhibition at 96 hours; P. falciparum luciferase reporter growth, 96 h; Potency, µM (series often up to 28.7 µM), for inactives: top-dose activity change, negative = inhibition, actives largely listed as inhibitors; hit rate 6.9% among 320,000; further: potency means the concentration at half of the fitted maximal effect; on the % scale 0 is the no-effect control and ±100 the full control effect
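Erythrocytes infected with luciferase-expressing P. falciparum were dispensed at 2% hematocrit and 0.05% parasitemia (final), then incubated with compounds 96 hours at 37 C in 5% CO2. Luminescence after detection reagent addition reported growth.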
* marks the source's active call; other numbers are inactive results; ? = inconclusive; nt = not tested or not shown; [ ] = another dose, or the depositor's remark. Unless noted, the call rests on the fitted dose curve; in most records, active means well fitted curve in the direction sought with a large enough effect; inconclusive means small, poorly fitted or top-dose-only effect, or another doubt; inactive means no such curve, though single readings can be large; an effect the other way counts as inactive or inconclusive.

SMILES | Pf growth 48h | Sm TGR inh | Shiga toxin inh | Cycloheximide cs | FBPA Giardia inh | Pf growth 96h
CCN1C(=O)/C(=C\C=C\c2ccccc2[N+](=O)[O-])SC1=S | ? | 10% | 43 | 22 | -8% | 17%
O=C(O)/C=C/C(=O)Nc1ccccc1SC(F)(F)C(F)(F)C(F)(F)F | 0% | 45µM* | -5 | -3 | 16% | 24%
CC1CN(C(=O)c2cc3c(s2)CCC3)CC(C)O1 (stereo not drawn) | ? | -17% | 24 | -1 | 0% | -6%
Cc1cccc(OCC(=O)Nc2ccccc2N2CCCCC2)c1 | ? | 9% | -8 | -3 | -8% | -10%
CC1CCc2sc(C(=O)NCCCn3ccnc3)cc2C1 (stereo not drawn) | -7% | -25% | -12 | 1 | nt | -3%
Cc1ccc2cc(CN(C(=O)c3ccncc3)C(C)C)c(=O)[nH]c2c1 | ? | 4% | 27 | -4 | 3% | 8.3µM*
Nc1ccnn1C1CCNCC1 | 11% | 0% | 9 | 6 | -15% | -7%
O=c1nc(-c2ccccc2)cn[nH]1 | 40%[activator] | 3% | 18 | 0 | 3% | -11%
Cc1ccc(C(=O)NCCC2=CCCCC2)cc1S(=O)(=O)N1CCCCC1 | 12µM* | -17% | nt | nt | nt | 4.7µM*
CC(=O)OCCCNc1cc(Sc2ccc(Cl)cc2)c2nonc2c1[N+](=O)[O-] | 24% | 3.2µM* | -6 | 7 | ? | -15%
O=C(Nc1ccc(F)cc1)c1nc(S(=O)(=O)Cc2ccccc2)ncc1Cl | 6% | 6.3µM* | 11 | 6 | nt | 54%[activator]
Cc1cc(OCC(=O)NCc2ccncc2)c2c(C)cc(=O)oc2c1 | 15% | 3% | -4 | -2 | 7% | 3%
O=C(NCc1ccncc1)C1CCN(S(=O)(=O)c2ccc(F)cc2)CC1 | 26% | -9% | 7 | 6 | -5% | 29%
O=C(Nc1ccc(F)cc1)c1ccc(CSc2ccc(Cl)cc2)o1 | 32%[activator] | ? | 2 | 8 | -6% | 5%
COc1cccc(CNC(=O)c2ccc(NC(=O)CC3SC(N4CCCCC4)=NC3=O)cc2)c1 (stereo not drawn) | ? | -1% | nt | nt | nt | ?
CC(NC(=O)c1ccco1)C(=O)OCC(=O)c1ccc(Cl)s1 (stereo not drawn) | 21% | ? | -9 | -2 | -3% | 7%
COc1cc([N+](=O)[O-])ccc1NC(=O)CCN1C(=O)C2C3CCC(C3)C2C1=O (stereo not drawn) | 0% | 4% | -4 | -3 | 0% | 25%
CC(=O)c1csc(COc2ccccc2)n1 | 66%[activator] | 7% | 35 | 17* | 3% | 86%[activator]
Cc1ccc(NC(=O)COC(=O)c2ccccc2Cl)cc1S(=O)(=O)N(C)C | ? | -4% | 71* | 32* | -8% | 0%
Cc1ccc(-c2nc3cc(N)ccc3o2)c(C)c1 | 274%[activator] | 4% | 66* | 33* | -6% | 213%[activator]
COC(=O)COC(=O)CC(CC(N)=O)c1ccccc1 (stereo not drawn) | 0% | -2% | 15 | -1 | 4% | 9.3µM*
Cc1ccc(C(=O)OCC(=O)NC2CCCCC2)s1 | 62%[activator] | -6% | 95* | 34* | 1% | 33%[activator]
CCN(CC(=O)Nc1ccc2c(c1)OCO2)Cc1nc2ccccc2c(=O)[nH]1 | ? | -8% | -12 | 11 | -29% | ?
N#Cc1c(-c2cccs2)nc(SCC(=O)c2cccs2)[nH]c1=O | 8% | -1% | -20 | -3 | 15% | 20%
Cc1ccc(NC(=O)c2ccc(Nc3ccccc3F)nc2)cc1 | 68%[activator] | 3% | 15 | 40* | 1% | 5.9µM*
Fc1cccc(Cl)c1CSc1nnc2ccccn12 | 98%[activator] | 3% | 91* | 42* | 7% | 53%[activator]
Cc1ccccc1OCC(=O)OCC(=O)Nc1ncc(Cl)c(C)c1Cl | 14% | -8% | nt | nt | nt | 9%
O=C(Nc1ccccc1)Nc1cnccn1 | 6% | -4% | 24* | 15 | 5% | 59%[activator]
COc1ccc(CCNC(=O)C23CCC(C)(C(=O)O2)C3(C)C)cc1OC (stereo not drawn) | 2% | nt | -5 | -1 | 4% | ?
O=C1Nc2ccccc2/C1=C/c1nc2ccccc2c(=O)n1-c1ccc(O)cc1 | ? | 6% | -4 | -2 | -3% | ?
O=C(OCc1cc2ccccc2[nH]c1=O)c1ccccn1 | 6% | 1% | -16 | -1 | 0% | 76%[activator]
Clc1ccccc1OCc1nn2c(-c3ccncc3)nnc2s1 | -20% | -9% | -6 | -1 | 7% | 15%
CCOc1ccc(Oc2nc(NCC(C)C)nc(OC)n2)nn1 | ? | 4% | 3 | -3 | -4% | ?
COc1cccc(CN(C)C(=O)c2cccc(S(=O)(=O)N3CCN(Cc4ccccc4)CC3)c2)c1OC | ? | 4% | nt | nt | nt | ?
COc1ccc(CNC(=O)c2ccc(Cn3cc(Cl)cn3)o2)cc1 | -4% | 14µM* | -7 | -1 | -1% | 127%[activator]
O=C(NC1CCCCC1)N1CCc2[nH]c3ccccc3c2C1 | ? | -18% | 4 | 17 | -10% | 8.3µM*
CC(=O)c1ccc(NC(=O)C(C)OC(=O)CCN=C2NS(=O)(=O)c3ccccc32)cc1 (stereo not drawn) | -1% | 0% | nt | nt | nt | ?
Cc1nc2cc(C(=O)N3c4ccccc4CC3C)ccc2s1 (stereo not drawn) | ? | 0% | 25 | 10 | -6% | ?
NC(=O)C1CCCNC1 (stereo not drawn) | 36% | 28µM* | -6 | -3 | 7% | 3%
O=C1C(C2=NC(C(=O)O)C3C(=O)N(c4ccccc4)C(=O)C23)=C(O)c2ccccc21 (stereo not drawn) | -16% | 5% | 15 | -1 | -19% | -1%
O=C(NCc1ccc2c(c1)OCO2)C1CCN(c2ccc(S(=O)(=O)N3CCCC3)cc2)CC1 | 10µM* | 1% | -10 | -1 | 8% | 68%[activator]
Cc1cccc(NC(=O)c2ccco2)c1C(=O)O | 61%[activator] | 2% | -7 | -1 | 4% | 17%
COc1cccc(C(=O)COc2cccc(NC(=O)c3cccc([N+](=O)[O-])c3)c2)c1 | ? | 16% | 15 | -3 | -5% | ?
CC1CCN(c2ccc(C(=O)N3CCOCC3)cc2[N+](=O)[O-])CC1 | -13% | 6% | 24 | 2 | 3% | ?
O=C(Nc1ccc(C(F)(F)F)cc1)C1CC(=O)N(c2ccc3c(c2)OCCO3)C1 (stereo not drawn) | nt | 5% | 30 | 12 | 1% | 31%[activator]
O=c1c(Cl)c(N2CCN(c3ccc(F)cc3)CC2)cnn1-c1nc2ccccc2s1 | 196%[activator] | -9% | 75* | 39* | 5% | 184%[activator]
Cc1ccc(C(C)C)cc2c(C)ccc1-2 | -16% | nt | nt | nt | 0% | ?
C/C(CC1CC(COCCC(C)C)OC1=O)=N\NC(N)=S (stereo not drawn) | -16% | 5% | -9 | -2 | ? | ?
COc1ccc(C(=O)O/N=C(\C)c2cnccn2)cc1 | 15% | -3% | 5 | 4 | -1% | -46%[5.75 µM]
CC(=O)N(c1ccc2oc(=O)sc2c1)S(=O)(=O)c1ccccc1 | -17% | -6% | -1 | -3 | 2% | 15%

(list continues)
SMILES | Pf growth 48h | Sm TGR inh | Shiga toxin inh | Cycloheximide cs | FBPA Giardia inh | Pf growth 96h
O=C(NCCCc1ccccc1)c1cccc([N+](=O)[O-])c1 | 44%[activator] | -4% | 34 | 22* | 0% | -10%
Cc1cc(-c2nnc(CCC(=O)N3CCN(Cc4cccnc4)CC3)o2)c(C)o1 | -2% | ? | 12 | -3 | 2% | ?
COc1ccc(Cc2nnc(NC(=O)Nc3ccc(F)cc3)s2)cc1OC | 3%[0.00184 µM] | -21% | 4 | -1 | 11% | 6%
Cc1cc(C)nc(NC(=O)c2ccc(Cl)c(Cl)c2)n1 | nt | 19% | 11 | 3 | 13% | -23%
COC(=O)CSc1nnc(SCc2ccccc2)s1 | 8% | 2% | 15 | 2 | -2% | ?
COc1cccc(/C=C2/SC(=S)N(CCC(=O)N3CCOCC3)C2=O)c1 | ? | 5% | -4 | -4 | 1% | 42%[activator]
Nc1ccc2c(c1)ncn2CCCn1cnc2cc(N)ccc21 | 36%[activator] | -10% | -20 | -3 | -1% | 14%
CC1(c2ccccc2Cl)NC(=O)N(CC(=O)Nc2cccnc2Cl)C1=O (stereo not drawn) | ? | 1% | nt | nt | nt | ?
C/C(=N\NC(=O)c1c(Cl)c(C)nn1C)c1cccc(NC(=O)C2CCCC2)c1 | -23% | 2% | 38 | 14* | 7% | ?
Cc1ccc(C(=O)NCC2CCCO2)cc1N1CCCC1=O (stereo not drawn) | -2% | 2% | -2 | 1 | 5% | ?
COc1ccc(Cl)cc1C(=O)NC(C)C | -3% | -1% | 6 | -3 | 3% | 45%[activator]
COC(=O)c1cc(S(=O)(=O)NCc2ccc(S(N)(=O)=O)cc2)oc1C | 2% | -5% | 20 | -1 | 3% | 5%
CCCCOc1cccc(C2C(C(=O)c3ccc(C)o3)=C(O)C(=O)N2Cc2ccco2)c1 (stereo not drawn) | 3% | ? | -12 | -3 | nt | ?
CCOCCn1c(=NC(=O)/C=C/c2ccccc2Cl)sc2cc(NC(C)=O)ccc21 | 10% | -10% | 12 | 7 | 1% | ?
CCc1ccc(-c2nc(CS(=O)CC(=O)NCc3ccco3)c(C)o2)cc1 (stereo not drawn) | 10% | 40µM* | -4 | -5 | -1% | ?
Cc1ccc(CNCC(O)(c2ccccc2)c2ccc(Cl)cc2)cc1 (stereo not drawn) | 0.83µM* | 2% | 9 | -1 | 0% | 1.7µM*
CN1CCN(S(=O)(=O)c2cccc(C(=O)Nc3cc(C(F)(F)F)ccc3N3CCCC3)c2)CC1 | -16% | -11% | nt | nt | nt | ?
O=C(CSc1nnc(NC(=O)c2c(F)cccc2F)s1)NCc1ccco1 | 21% | -20% | nt | nt | nt | 26%

Exported as comma-separated lines: entries from further up
mol,Pf growth 48h,Sm TGR inh,Shiga toxin inh,Cycloheximide cs,FBPA Giardia inh,Pf growth 96h
Nc1ccc2c(c1)ncn2CCCn1cnc2cc(N)ccc21,36%[activator],-10%,-20,-3,-1%,14%
CC1(c2ccccc2Cl)NC(=O)N(CC(=O)Nc2cccnc2Cl)C1=O (stereo not drawn),?,1%,nt,nt,nt,?
C/C(=N\NC(=O)c1c(Cl)c(C)nn1C)c1cccc(NC(=O)C2CCCC2)c1,-23%,2%,38,14*,7%,?
Cc1ccc(C(=O)NCC2CCCO2)cc1N1CCCC1=O (stereo not drawn),-2%,2%,-2,1,5%,?
COc1ccc(Cl)cc1C(=O)NC(C)C,-3%,-1%,6,-3,3%,45%[activator]
COC(=O)c1cc(S(=O)(=O)NCc2ccc(S(N)(=O)=O)cc2)oc1C,2%,-5%,20,-1,3%,5%
CCCCOc1cccc(C2C(C(=O)c3ccc(C)o3)=C(O)C(=O)N2Cc2ccco2)c1 (stereo not drawn),3%,?,-12,-3,nt,?
CCOCCn1c(=NC(=O)/C=C/c2ccccc2Cl)sc2cc(NC(C)=O)ccc21,10%,-10%,12,7,1%,?
CCc1ccc(-c2nc(CS(=O)CC(=O)NCc3ccco3)c(C)o2)cc1 (stereo not drawn),10%,40µM*,-4,-5,-1%,?
Cc1ccc(CNCC(O)(c2ccccc2)c2ccc(Cl)cc2)cc1 (stereo not drawn),0.83µM*,2%,9,-1,0%,1.7µM*
CN1CCN(S(=O)(=O)c2cccc(C(=O)Nc3cc(C(F)(F)F)ccc3N3CCCC3)c2)CC1,-16%,-11%,nt,nt,nt,?
O=C(CSc1nnc(NC(=O)c2c(F)cccc2F)s1)NCc1ccco1,21%,-20%,nt,nt,nt,26%

Compounds as they come; about 24% have a hit in one of these screens.
